Source: PubChem BioAssay
GLP1R cytotox: cytotoxic in the GLP-1 receptor inverse agonist counter-screen. hit rate 0.13% among 410,000. HEK293 cAMP-luciferase reporter cells, luminescence, 24 h. Potency, µM (top dose mostly 38.3 µM), for the others: top-dose activity change, negative = inhibition, most hits filed as inhibitors; active = well fitted inhibition curve with a large enough effect; inconclusive = small, poorly fitted or top-dose-only effect, or another doubt; inactive = no such curve, though single readings can be large or run the other way;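 note: loss of luciferase light is scored as toxicity; potency is the fitted concentration of half-maximal effect; % is set by controls: 0 for no effect and ±100 for the full control effect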
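Step one: seed cells (200 cells/uL, DMEM with 10% Nu serum, 1% pen-strep). Step two: 12-hour incubation at 37 deg C. Step three: pin 23 nL compound, incubate 24 hr. Step four: add luciferase reagent, read luminescence 12 min later.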
D3 ag: D3 dopamine receptor (human) agonism. P35462. D3R DiscoveRx beta-arrestin cells, luminescence, 90 min. max activation, %. hit rate 0.58% among 410,000; in the data active = max activation above about 30%; note: 0% is about no effect; mostly tested at two doses, the higher about 12 µM
Target sequence (P35462 whole entry, looked up): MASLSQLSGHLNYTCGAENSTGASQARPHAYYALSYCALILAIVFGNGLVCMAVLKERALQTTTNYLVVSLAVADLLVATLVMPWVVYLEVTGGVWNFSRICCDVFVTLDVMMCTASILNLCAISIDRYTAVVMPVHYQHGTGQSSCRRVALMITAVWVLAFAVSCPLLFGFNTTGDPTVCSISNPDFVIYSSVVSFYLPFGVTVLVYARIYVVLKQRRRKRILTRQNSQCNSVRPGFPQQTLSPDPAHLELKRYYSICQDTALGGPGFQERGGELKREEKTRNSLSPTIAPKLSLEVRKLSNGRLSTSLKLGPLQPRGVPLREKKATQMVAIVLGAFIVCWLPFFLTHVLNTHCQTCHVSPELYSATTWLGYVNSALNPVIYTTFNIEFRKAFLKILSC
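Agonist-mode cell screen: cells plated at 1500/well and incubated overnight at 37 °C, then exposed to library compounds for 90 min at 37 °C. Detection reagent was added for 30–60 min at room temperature, and luminescence was read.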
* marks the source's active call; other numbers are inactive results; ? = inconclusive; [ ] = remark or other dose. This is a subset. The share of hits here may be higher or lower than overall.

The first two compounds, to show the layout:
No. | compound | GLP1R cytotox | D3 ag
1 | Cc1cc(C)c(/C=C/c2onc(C)c2S(=O)(=O)N2CCC(C(=O)N3CCN(c4ccccc4)CC3)CC2)c(C)c1 | 3% | 3
2 | O=c1c(=O)n(-c2ccc(F)c(F)c2)ccn1Cc1ccc(F)cc1Cl | 14% | 1

Main list, repeating the preview:
No. | compound | GLP1R cytotox | D3 ag
1 | Cc1cc(C)c(/C=C/c2onc(C)c2S(=O)(=O)N2CCC(C(=O)N3CCN(c4ccccc4)CC3)CC2)c(C)c1 | 3% | 3
2 | O=c1c(=O)n(-c2ccc(F)c(F)c2)ccn1Cc1ccc(F)cc1Cl | 14% | 1
3 | O=C(CSc1nc(=O)n(CCN2CCOCC2)c2c1CCC2)Nc1ccccc1 | -4% | -4
4 | CCOC(=O)c1ccc(NC(=O)CCn2c(=O)c3cccn3c3ccccc32)cc1 | -13% | 2
5 | CC(C)CCNC(=O)c1cc(-c2cccnc2)nc2ccc(S(=O)(=O)N3CCC(C)CC3)cc12 | 2% | 10
6 | O=C(NCc1ccc(Cl)cc1)C1CCN(c2ncnc3c2nc2n3CCCCC2)CC1 | 21% | -4
7 | O=c1cc(-c2ccccc2)n2c(SCc3ccc([N+](=O)[O-])cc3)nnc2[nH]1 | 17% | 6
8 | Cc1cc(S(=O)(=O)NCC(c2ccco2)S(=O)(=O)c2ccccc2)ccc1F (configuration not stated) | -7% | 8
9 | CCCC(=O)Nc1ccccc1C(=O)OCc1cc(=O)n2nc(C(C)C)sc2n1 | 3% | -5
10 | Cc1ccc2nc3c(cc(C(=O)NC4CCCCC4)c(=N)n3C(C)C)c(=O)n2c1 | -1% | 10
11 | CCCOc1ccc(NC(=O)CC2C(=O)N(c3ccc(F)cc3)C(=O)N2CC(C)C)cc1 (configuration not stated) | 0% | 62*
12 | COc1ccc(Cl)cc1NC(=O)CSc1ccc(-c2sc(C)nc2C)nn1 | -9% | 4
13 | CCOC(=O)c1ccccc1NC(=O)CSc1nc(=O)[nH]c2c1CCC2 | -8% | 0
14 | O=C(Cn1cc(SCc2ccccc2F)c2ccccc21)N1CCCCCC1 | -4% | -2
15 | CC1=C(c2ccc(C(C)C)cc2)S(=O)(=O)N=C1N1CCN(c2ccc(F)cc2)CC1 | -10% | -11
16 | O=C(NCCc1nc2ccccc2n1Cc1ccc(Cl)cc1Cl)c1ccco1 | -21% | 3
17 | COc1ccc(Br)cc1CNC(=O)C1CCN(c2nnc(-n3cccc3CNc3ccc(C)cc3)s2)CC1 | 1% | 8
18 | CCOc1cc(CNC(=O)c2ccc(Cn3c(=O)c4cccn4c4cccnc43)cc2)ccc1OC | 2% | 4
19 | O=C1C(c2ccc(F)cc2)N(CCc2ccc(Cl)cc2)C(=O)CN1C1CCCCC1 (configuration not stated) | -5% | -12
20 | CCOc1ccccc1CNC(=O)c1cnn(-c2ccc(C)cc2)c1-n1cccc1 | 5% | 18
21 | CCN(CC)CCNC(=O)C(=O)NCC(c1ccc2c(c1)OCO2)N1CCOCC1 (configuration not stated) | 15% | -1
22 | O=C(O)Cn1c(-c2cccs2)cc2cc(Cl)ccc21 | -10% | -10
23 | COc1cccc2c1cc1c(=O)n(CC(=O)N3CCN(c4ccc(Cl)cc4)CC3)nc(C)n12 | -3% | 7
24 | COC(=O)c1ccc(Cl)cc1NC(=O)N1CCC(CN2CCCC2)CC1 | -4% | -2
25 | O=C(OCc1cc(=O)n2c3c(sc2n1)CCCC3)c1cccc(NC(=O)c2ccccc2F)c1 | 5% | -10

The listing continues.
No. | compound | GLP1R cytotox | D3 ag
26 | COc1cccc(N2CC(NC(=O)/C=C\c3ccc4c(c3)OCO4)CC2=O)c1 (configuration not stated) | -8% | -8
27 | Cc1ccc(C)c(N2CCN(C(=O)c3noc4c3CCCCC4)CC2)c1 | 0% | -20
28 | COc1ccc(CCNC(=O)Cn2c(=O)c3cccn3c3ccccc32)cc1OC | -12% | 0
29 | Cc1ccc(NC(=O)CN2C(=O)c3cccnc3Sc3ccccc32)cc1C | 1% | 3
30 | Cc1cccc2c1N(Cc1ccccc1OCCC(C)C)C(=O)C2=O | -2% | 1
31 | CC1CCN(S(=O)(=O)c2ccc3c(c2)CCN3C(=O)Nc2ccc(Br)cc2F)CC1 | 0% | -14
32 | Cc1ccc(C2C=C(c3ccccc3)Nc3nc(NS(=O)(=O)c4ccccc4)nn32)cc1 (configuration not stated) | 368%[activator] | 7
33 | COc1cc(NC(=O)CCS(=O)(=O)c2nc(-c3cccs3)cc(C(F)(F)F)n2)cc(OC)c1OC | -21% | -15
34 | CC(=O)Nc1cccc(-c2nnc(SCC(=O)c3cc([N+](=O)[O-])ccc3Br)o2)c1 | -6% | -13
35 | COc1ccc(OC)c(CCNC(=O)C2=C(C)C(=O)OC23CCC(C)CC3)c1 (configuration not stated) | -1% | -19
36 | COc1ccc(CNC(=O)Cc2c(C)c3cc4c(C)coc4cc3oc2=O)cc1OC | -14% | 13
37 | CCc1ccc(Oc2c(C(F)(F)F)oc3c(CN4CCCC(C)C4)c(O)ccc3c2=O)cc1 (configuration not stated) | 6% | 5
38 | CCc1ccc(-n2c(=O)c3c4c(sc3n(CC(=O)c3ccc(F)cc3)c2=O)CCC4)cc1 | -2% | -15
39 | Cc1ccc(C(=O)Nc2ccc(C(=O)OCc3cc(=O)n4c5c(sc4n3)CCCC5)cc2)cc1 | -4% | 1
40 | Cn1c(=O)c2cc(C(=O)NCCCN3CCN(c4ccccc4F)CC3)sc2c2ccccc21 | 6% | -4
41 | Cn1c(=O)n(C/C=C/c2ccccc2)c(=O)c2c1nc1n2CCN1c1ccc(F)cc1 | -2% | 13
42 | COc1ccc(C2C(=O)N(C3CCC(C)CC3)CC(=O)N2CCc2ccccc2)cc1OC (configuration not stated) | 3% | 2
43 | Cc1cccc(NC(=O)CSc2cn(CC(=O)N3CCC(C)CC3)c3ccccc23)c1C | -11% | -18
44 | COc1cc(NC(=O)c2ccc(-c3nc(CSc4ccccc4)c(C)o3)cc2)cc(OC)c1 | -6% | 3
45 | CC(C)(C)C1CCc2onc(C(=O)Nc3sc4c(c3C(N)=O)CCCC4)c2C1 (configuration not stated) | -6% | 10
46 | CCOC(=O)c1c(C)[nH]c(CCC(=O)Nc2ccccc2C(F)(F)F)c1C | 2% | 7
47 | CCOC(=O)N1CCC(NC(=O)c2ccc3c(c2)N(Cc2ccc(F)cc2)C(=O)c2ccccc2S3(=O)=O)CC1 | -8% | -10
48 | O=C(NC1CC(=O)N(c2cccc(F)c2)C1)c1ccc(S(=O)(=O)N2CCCC2)cc1 (configuration not stated) | -6% | 11
49 | COc1ccc(C)cc1NC(=O)c1noc2c1CSc1ccccc1-2 | -2% | 4
50 | Cc1nc2ccn(Cc3ccco3)c(=O)c2cc1C(=O)NCc1ccc(F)cc1 | -18% | -17

One compound at a time, as listed above. Screens in order: GLP1R cytotox, D3 ag
`CCOC(=O)N1CCC(NC(=O)c2ccc3c(c2)N(Cc2ccc(F)cc2)C(=O)c2ccccc2S3(=O)=O)CC1` is listed with -8%, -10
`COc1ccc(C)cc1NC(=O)c1noc2c1CSc1ccccc1-2` is listed with -2%, 4
`CCc1ccc(Oc2c(C(F)(F)F)oc3c(CN4CCCC(C)C4)c(O)ccc3c2=O)cc1` (configuration not stated) is listed with 6%, 5
`CC(C)(C)C1CCc2onc(C(=O)Nc3sc4c(c3C(N)=O)CCCC4)c2C1` (configuration not stated) is listed with -6%, 10
`CC(=O)Nc1cccc(-c2nnc(SCC(=O)c3cc([N+](=O)[O-])ccc3Br)o2)c1` is listed with -6%, -13

Quoted at random: three records from the list.
No. | compound | GLP1R cytotox | D3 ag
42 | COc1ccc(C2C(=O)N(C3CCC(C)CC3)CC(=O)N2CCc2ccccc2)cc1OC (configuration not stated) | 3% | 2
29 | Cc1ccc(NC(=O)CN2C(=O)c3cccnc3Sc3ccccc32)cc1C | 1% | 3
47 | CCOC(=O)N1CCC(NC(=O)c2ccc3c(c2)N(Cc2ccc(F)cc2)C(=O)c2ccccc2S3(=O)=O)CC1 | -8% | -10

Going on with the list:
No. | compound | GLP1R cytotox | D3 ag
51 | Cc1ccc(N2CC(NC(=O)c3ccc(S(=O)(=O)N(C)C)cc3)CC2=O)cc1C (configuration not stated) | 1% | 0
52 | COc1ccccc1NC(=O)c1sc2cccc(Cl)c2c1Cl | -3% | -7
53 | CCc1ccc(NC(=O)c2ccc(F)c(S(=O)(=O)N3CCC(C)CC3)c2)cc1 | -5% | -6
54 | CCc1ccc(CNC(=O)c2cc3c(=O)n(Cc4cccs4)ccc3nc2C)cc1 | -12% | -13
55 | CCc1ccc(CNC(=O)C2CCN(c3nnc(-n4c(C)ccc4C)s3)CC2)cc1 | 1% | 7
56 | COc1ccc(CC(=O)Nc2sc3c(c2C(=O)Nc2ccccc2)CCCCC3)cc1 | 3% | 3
57 | COc1ccc(N2CC(NC(=O)c3ccco3)CC2=O)cc1 (configuration not stated) | 12% | 11
58 | COC(=O)c1ccc(NC(=O)CC2Nc3cc(C)c(C)cc3NC2=O)cc1 (configuration not stated) | ? | -1
59 | COc1cc(-c2cc3n(C)c(C)c(CCC(=O)NCc4ccccc4)c(=O)n3n2)cc(OC)c1OC | -16% | 8
60 | Cc1nc(N2CCCC2)c2c(C(=O)N3CCN(c4ccc(F)cc4)CC3)c(C)oc2n1 | -1% | 1
61 | CC(C)CCn1c(=O)c2sccc2n2c(CCCC(=O)NC(C)C)nnc12 | 13% | -21
62 | CCOc1ccc(NC(=O)CSc2nc3nc(C)c(Cc4ccccc4)c(C)n3n2)cc1 | -5% | 12
63 | COc1ccccc1Cn1c(CNS(=O)(=O)c2ccccc2Cl)nc2cccnc21 | 1% | -4
64 | COc1ccccc1N1CCN(S(=O)(=O)CCNC(=O)COc2ccc(F)cc2)CC1 | 4% | 0
65 | CCCCn1c(=O)c2oc3ccccc3c2n(Cc2ccccc2C)c1=O | -7% | 3
66 | Cc1cc(Nc2ccc(C)c(C)c2)n2cnnc2n1 | -4% | 0
67 | Cc1ccc(-n2nc3c(=O)n(CCCC(=O)NC(C)c4ccccc4)nc(C)c3c2C)cc1 (configuration not stated) | 8% | 0
68 | CCOc1ccc(CC(=O)NCCc2csc(-c3ccc(C)cc3)n2)cc1 | 3% | 10
69 | COc1ccc(OC)c(CNc2nc3ccc(C)cc3n3nnnc23)c1 | 0% | 7
70 | CCOc1ccccc1NC(=O)c1nc2nc(C)cc(C(F)F)n2n1 | 5% | 13
71 | COc1cc(OC)cc(C(=O)NCCc2csc(-c3cccc(C)c3)n2)c1 | -4% | -10
72 | Cc1ccc(F)cc1NC(=O)CCc1c(C)nn(-c2ccc(N3CCCC3)nn2)c1C | -4% | 3
73 | Cc1ccc(NC(=O)Cn2ccn(-c3ccc(F)c(F)c3)c(=O)c2=O)cc1C | 1% | -9
74 | Cc1cc(C)n(-c2nc(C)c(C)c(=O)n2CC(=O)Nc2ccc(Cl)c(Cl)c2)n1 | -2% | -10
75 | Cc1ccc(/C=C/C(=O)Nc2nc(-c3cccs3)ns2)cc1 | -5% | 11

A second format for some results above:
Fields – GLP1R cytotox	D3 ag
72	Cc1ccc(F)cc1NC(=O)CCc1c(C)nn(-c2ccc(N3CCCC3)nn2)c1C
→ -4%	3
73	Cc1ccc(NC(=O)Cn2ccn(-c3ccc(F)c(F)c3)c(=O)c2=O)cc1C
→ 1%	-9
74	Cc1cc(C)n(-c2nc(C)c(C)c(=O)n2CC(=O)Nc2ccc(Cl)c(Cl)c2)n1
→ -2%	-10
75	Cc1ccc(/C=C/C(=O)Nc2nc(-c3cccs3)ns2)cc1
→ -5%	11

(next part)
No. | compound | GLP1R cytotox | D3 ag
76 | Cc1ccc(NC(=O)c2nc(S(=O)(=O)Cc3cccc(C)c3)ncc2Cl)cc1 | ? | -24
77 | COc1ccc(Br)cc1CNC(=O)c1ccc2nc(C(C)C)oc2c1 | -3% | -5
78 | COC(=O)c1ccc(NC(=O)CC2C(=O)N(c3ccc(Cl)cc3)C(=O)N2Cc2ccco2)cc1 (configuration not stated) | -8% | -1
79 | CCc1nn(CCCC(=O)NCc2ccc(OC)c(OC)c2)c(=O)c2cc3occc3n12 | -2% | 2
80 | Cc1cccc(-c2nc3c4ccccc4nc(N4CCN(c5cc(C)ccc5C)CC4)n3n2)c1 | -9% | -5
81 | COc1ccc(NC(=O)Cn2nnc(C(=O)Nc3ccc(C)c(F)c3)c2N)cc1Cl | -1% | -9
82 | COc1ccc(CCNC(=O)CSc2nc3nc(C)c(Cc4ccc(C)cc4)c(C)n3n2)cc1OC | -19% | -9
83 | Cc1cccc2sc(N(Cc3cccnc3)C(=O)CCc3ccccc3)nc12 | 11% | -20
84 | CCOC(=O)CSc1nc2cc3c(cc2c(=O)n1CCCCCC(=O)NCc1ccc(OC)cc1)OCO3 | 6% | 9
